# Compound activity (PubChem BioAssay)
# PMI inhibition: human PMI inhibitors, high substrate, primary screen, biochemical, fluorescence intensity, high mannose 6-phosphate (AID 1220); recombinant PMI enzyme, coupled fluorescence intensity; higher % means a stronger effect; 190,000 tested, 0.66% active; inhibition, % at 20 µM; hits with a dose series show IC50 in µM
# Myeloid diff MLP: compounds promoting myeloid differentiation | ER-HoxA9 myeloid progenitors, lysozyme-GFP differentiation, flow cytometry | 360,000 tested, 1% active | calls only at 10 µM | AID 624256;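 active = normalized GFP-positive differentiation at or above the plate's own cutoff, the solvent-only control mean plus 3 SD; inconclusive = no clear call, values can overlap the other calls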;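 note: cells exposed to compound for four days before flow analysis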
# Salmonella PhoP GFP: PhoP-dependent GFP reporter repression – Salmonella Typhimurium, primary screen (AID 1863) | S. Typhimurium PhoP-regulated promoter GFP reporter, 4 h; higher % means a stronger effect | inhibition, % at 50 µM, or IC50 in µM where a hit was titrated | 300,000 tested, 0.16% active;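 active = inhibition over 29.93%, a cutoff 3 SD above the screen mean, later confirmed by dose response; inconclusive = inhibition over 29.93% but no dose response follow-up; inactive = inhibition at most 29.93% or unconfirmed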;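 note: 0% = low Mg2+ inducing control and 100% = high Mg2+ repressing control; strong numbers were not always called active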
# WT yeast gro inh: growth inhibition of WT yeast, mitochondrial fusion screen; mitochondrial fusion phenotypic screen, WT strain; inhibition, % at 10 µM; 190,000 tested, 2.1% active; AID 1362; in the data active = inhibition above about 58%; tested in S. cerevisiae
# PMI inhibitors: inhibitors of human PMI, primary screen, biochemical, fluorescence intensity, coupled assay (AID 1209) | purified PMI enzyme, coupled fluorescence intensity; higher % means a stronger effect | inhibition, % at 20 µM; hits with a dose series show IC50 in µM | 190,000 tested, 0.42% active;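 note: plate controls were DMSO vehicle for no effect and wells lacking substrate for full effect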
# TNAP activation fold: stimulation of alkaline phosphatase TNAP activity – biochemical, luminescent, no phosphate acceptor, uHTS, primary screen (AID 1001) | purified TNAP, luminescent activation assay, no phosphate acceptor; higher activation fold means a stronger effect | activation fold at 20 µM, or EC50 in µM where a hit was titrated | 200,000 tested, 0.03% active; in the data active = activation fold from about 3, or a potency from the dose series; inactive = the rest, 99 in 100 with activation fold below about 1.6; note: many of its hits are not listed in these tables
# XIAP antagonists: XIAP antagonists, biochemical, IAP family, fluorescence polarization (AID 1018). XIAP BIR domain, fluorescence polarization peptide displacement; higher % means a stronger effect. one-dose displacement, % at 20 µM; IC50 in µM for titrated hits. 200,000 tested, 0.007% active; in the data active = displacement above about 50%; note: a part of the inactive calls stands beside numbers as strong as those of hits
# RSV antiviral HEp-2: inhibition of RSV-induced cytopathic effect – HEp-2 cells, primary 10 µM value included (AID 2391); HEp-2 cells, RSV-induced CPE inhibition; higher % means a stronger effect; 310,000 tested, 0.13% active; one-dose CPE inhibition, % at 10 µM; IC50 in µM for titrated hits; in the data active = a potency from the dose series; inconclusive = CPE inhibition mostly from about 23% at the one dose, without a potency; inactive = the rest, 99 in 100 with CPE inhibition below about 21%; note: strong numbers were not always called active
# Siah-1 displacement: Siah-1 peptide-binding antagonists, primary screen, biochemical, fluorescence polarization, rhodamine-plectin, uHTS (AID 1817) | Siah-1 / rhodamine-plectin peptide fluorescence polarization; higher % means a stronger effect | displacement, % at 20 µM, or IC50 in µM where a hit was titrated | 290,000 tested, 0.02% active;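 active = displacement of at least 50% at 20 µM, with a fluorescence ratio check between 0.3 and a set limit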;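 note: plate controls were Siah plus tracer with DMSO for no effect and tracer alone without Siah for full effect; strong numbers were not always called active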
# WT yeast gro inh mutant strain: further read-out of WT yeast gro inh, marked with its call; inhibition, %; mitochondrial fusion phenotypic screen, mutant strain inhibition
# Myeloid diff MLP GFP+ MAC1+ %: further read-out of Myeloid diff MLP, marked with its call; GFP+ MAC1+ double positive, %; measured here: differentiation confirmed by MAC1 staining
# Numbers without * were called inactive; i = inactive; u = inconclusive; x = not tested or not shown. Cut-off read from the data, not from the text of the source, unless noted: active = inhibition above about 50%; inactive = the rest.
SMILES,PMI inhibition,Myeloid diff MLP,Myeloid diff MLP GFP+ MAC1+ %,Salmonella PhoP GFP,WT yeast gro inh,WT yeast gro inh mutant strain,PMI inhibitors,TNAP activation fold,XIAP antagonists,RSV antiviral HEp-2,Siah-1 displacement
COc1ccc2c(CCNC(=O)/C=C/c3ccc(OC)c(OC)c3)c[nH]c2c1,x,i,0.5,2%,x,x,x,x,x,9.4%,0%
O=C(Cc1ccc(-c2ccccc2)cc1)Nc1ccccn1,x,i,0.6,3%,x,x,x,x,x,5.5%,7%
COCCNC(=O)c1cc(-c2ccc3c(c2)OCO3)on1,-4%,i,1.7,-7%,8,15,0%,1.2,-1.9%,-2.2%,2%
CC1(C)Cc2c(sc3nnn(Cc4ccccc4)c(=O)c23)CO1,3%,i,0.4,16%,0,-8,12%,1.1,-2.7%,u,-9%
O=C(CCc1nc2ccccc2s1)OCC(=O)c1ccccc1,1%,i,0.7,-8%,-19,1,6%,1.1,-0.7%,3.1%,-3%
CC[C@H](C)[C@@H](NC(=O)O[C@@H]1C(=O)c2cc(Br)ccc2O[C@H]1c1ccc2c(c1)OCO2)C(=O)OC,14%,x,x,0%,29,-20,10%,1,-8.9%,x,2%
Brc1cccc(/C=N/Nc2nn[nH]n2)c1,-2%,i,0.1,-6%,19,-1,-6%,1.1,2.6%,2.7%,-2%
Cn1cc(S(=O)(=O)N2CCN(Cc3ccccc3)CC2)c(=O)n(C)c1=O,15%,i,2.0,9%,5,2,7%,1.1,-4.1%,2.2%,1%
Clc1ccc(-c2nsc(N3CCOCC3)n2)c(Cl)c1,x,i,1.0,11%,x,x,x,x,x,u,-2%
O=C(Nc1cnccn1)c1cccnc1,4%,i,6.0,1%,-6,-12,2%,1.1,-3.1%,2.1%,3%
COc1cc(/C=N/NC(=O)c2sc3ccccc3c2Cl)ccc1OC(=O)c1ccc([N+](=O)[O-])cc1,x,i,0.3,-4%,x,x,x,x,x,3.8%,1%
CCOC(=O)N1CCN(C(=O)c2ccc3c(Cl)c4c(nc3c2)CCCC4)CC1,x,i,4.7,10%,x,x,x,x,x,0.9%,-2%
CN(C)c1ccc(/C=C/C(=O)c2ccccc2)cc1[N+](=O)[O-],15%,i,0.8,21%,32,18,23%,0.9,-8.0%,3.5%,1%
O=C1/C(=C/c2ccco2)CCC1C1CCCC1 (stereo not given),-1%,i,1.0,5%,-22,20,-1%,1.1,-3.5%,1.8%,0%
Cc1ccccc1C(=O)NC(=S)N(C)CCc1ccccn1,3%,i,0.2,8%,-11,19,-2%,1,-5.2%,0.3%,0%
CC1CC(C)CN(CCOc2ccc(Cl)cc2Cl)C1 (stereo not given),-1%,i,1.1,23%,58,67,2%,1.1,-2.9%,-0.6%,11%
CCOC(=O)c1cnc2c(ccc3ccccc32)c1NCCO,36%,i,0.8,-5%,32,29,103%*,1.1,-4.2%,u,-4%
O=C(N/C(=C/c1cccc([N+](=O)[O-])c1)C(=O)N1CCOCC1)c1ccc(Br)cc1,x,i,0.4,0%,x,x,x,x,x,1.0%,-5%
NS(=O)(=O)c1ccc(NC(=S)NC(=O)/C=C/c2ccco2)cc1,10%,i,0.4,-2%,-1,0,4%,0.7,8.0%,4.1%,40%
Cc1cccc(C)c1N1CCN(c2cc(Cl)nc(N)n2)CC1,x,i,0.9,9%,x,x,x,x,x,1.3%,-2%

# The final 4 entries of the section before open the next one.
SMILES,PMI inhibition,Myeloid diff MLP,Myeloid diff MLP GFP+ MAC1+ %,Salmonella PhoP GFP,WT yeast gro inh,WT yeast gro inh mutant strain,PMI inhibitors,TNAP activation fold,XIAP antagonists,RSV antiviral HEp-2,Siah-1 displacement
CCOC(=O)c1cnc2c(ccc3ccccc32)c1NCCO,36%,i,0.8,-5%,32,29,103%*,1.1,-4.2%,u,-4%
O=C(N/C(=C/c1cccc([N+](=O)[O-])c1)C(=O)N1CCOCC1)c1ccc(Br)cc1,x,i,0.4,0%,x,x,x,x,x,1.0%,-5%
NS(=O)(=O)c1ccc(NC(=S)NC(=O)/C=C/c2ccco2)cc1,10%,i,0.4,-2%,-1,0,4%,0.7,8.0%,4.1%,40%
Cc1cccc(C)c1N1CCN(c2cc(Cl)nc(N)n2)CC1,x,i,0.9,9%,x,x,x,x,x,1.3%,-2%
O=S(=O)(c1ccc(Br)cc1)c1nc(-c2ccco2)oc1NCC1CCCO1 (stereo not given),22%,i,1.7,0%,3,5,-44%,1.1,-11%,1.9%,0%
COc1ccc(/C=N/NC(=O)CCn2c3ccccc3c3ccccc32)cc1OC,15%,i,0.4,2%,-7,12,20%,1.1,-2.5%,3.8%,1%
c1ccc(CSc2ncnc3sccc23)cc1,-5%,i,0.0,6%,19,-10,-2%,1,-8.6%,1.1%,-1%
Cn1c(C(=O)NCc2ccco2)cc2c(=O)[nH]c3ccccc3c21,12%,i,0.9,-4%,-8,-15,9%,1.1,-2.0%,3.5%,-2%
Cc1ccc(NS(=O)(=O)c2ccc(Cl)s2)nc1,x,i,0.0,-4%,x,x,x,x,x,0.4%,-5%
COc1ccc(CN2CCNC(=O)C2CC(=O)N(Cc2nccn2C)C(C)C)c(OC)c1 (stereo not given),x,i,1.6,-4%,x,x,x,x,x,0.9%,-2%
COc1ccc2[nH]c(=O)c(CN(C(=O)c3cccnc3)c3ccccc3C)cc2c1,x,i,0.1,-4%,x,x,x,x,x,1.2%,-6%
COc1ccc(Nc2cc(C)nc(N)n2)cc1,x,i,0.3,13%,x,x,x,x,x,0.8%,6%
CC(Sc1ccccc1)C(=O)NN=C1CCCC1 (stereo not given),-4%,i,0.4,-7%,-25,-14,0%,1.1,-11%,-1.4%,9%
CCOC(=O)C1(Cc2cccc(OC)c2)CCCN(C(=O)c2ccccc2C)C1 (stereo not given),x,i,0.3,-2%,x,x,x,x,x,u,2%
Cc1cc(C)nc(N/N=C/c2cccc(Cl)c2)n1,2%,i,0.1,10%,10,23,-9%,1,-4.7%,-0.1%,9%
COc1ccc(C(C)=O)cc1COc1cccc2c1OC(C)(C)C2,x,i,1.2,-2%,x,x,x,x,x,2.4%,7%
O=C(/C=C/c1cccc(Br)c1)N1CCN(c2ccccn2)CC1,-3%,i,0.7,5%,22,4,-4%,1.1,-13%,1.5%,7%
COc1ccc(C(=O)COC(=O)CCn2nnc(-c3cccc(O)c3OC)n2)cc1,5%,i,0.8,2%,-6,-6,4%,1,-4.7%,-0.6%,3%
COc1cc(-c2noc(CCC(=O)NC3CCCCC3)n2)cc(OC)c1OC,x,i,0.5,0%,x,x,x,x,x,4.8%,4%
Cc1cc(=O)[nH]c(SCC(=O)N2CCC(Cc3ccccc3)CC2)n1,9%,i,1.0,3%,7,1,4%,1.1,2.1%,-0.5%,-4%
N#CCCN(CCC#N)C(=S)NC1CC2C=CC1C2 (stereo not given),x,i,0.8,-2%,x,x,x,x,x,1.2%,0%
Cc1ccc2c(c1)-c1c(cnn1CC(=O)O)CO2,14%,i,0.6,-8%,43,29,8%,1.1,-5.8%,0.9%,4%
COC(=O)c1scc(S(C)(=O)=O)c1-n1cccc1,x,i,0.7,-5%,x,x,x,x,x,4.0%,-2%
Cc1cc(C)n(-c2nc(NCC(C)O)c3c4c(sc3n2)COC(C)(C)C4)n1 (stereo not given),0%,i,5.3,0%,26,-8,1%,1.1,-2.7%,0.3%,3%
O=C(/C=C/c1cccs1)Nc1ccc(N2CCOCC2)c(S(=O)(=O)Nc2ccccc2Cl)c1,-2%,i,0.5,16%,-9,4,-12%,1,-2.7%,20%,3%
CCOC(=O)CN1CC23C=CC(O2)C(C(=O)NC2CCCCCC2)C3C1=O (stereo not given),3%,i,3.1,6%,3,-1,3%,1.2,-4.3%,0.8%,2%
CCOC(=O)c1c(NC(=O)C(F)(OC)C(F)(F)F)sc(C(=O)N2CCCCC2)c1C (stereo not given),10%,i,0.5,3%,1,-7,9%,1.1,-1.5%,9.4%,2%
Oc1ccc(Cl)cc1N=Nc1ccccc1,x,i,0.5,1%,x,x,x,x,x,0.5%,13%
O=C(Oc1ccc(=O)n(-c2ccccc2)n1)c1ccc(F)cc1,-1%,i,0.5,12%,1,-14,0%,1.1,-4.8%,0.0%,4%
CCN(C(=O)CN1C(=O)/C(=C/c2ccccc2)SC1=S)C1CCS(=O)(=O)C1 (stereo not given),x,i,1.1,-9%,x,x,x,x,x,-0.1%,1%
Cc1nn2c(NCCCN3CCOCC3)c3c(nc2c1-c1ccccc1)CCC3,18%,i,0.8,1%,14,18,15%,1.1,-4.8%,-0.5%,0%
Cc1ccccc1-c1cc2nc(C)c(C)c(=O)n2[nH]1,x,i,0.3,-2%,x,x,x,x,x,2.5%,-2%
O=C(c1ccc(-n2nc(C(F)(F)F)c3c2CCCC3)cc1)N1CCOCC1,-4%,i,0.1,-6%,-1,0,-3%,1.1,-7.3%,1.6%,3%
Cc1ccc(CS(=O)(=O)c2ccc(C(=O)N3CCCCC3)cc2[N+](=O)[O-])cc1,5%,i,0.4,-2%,-4,-1,-13%,1.1,-4.7%,0.1%,-3%
O=C(Nc1cccc(Cl)c1)Nc1ccccc1NS(=O)(=O)c1cccs1,28%,i,0.2,-1%,21,2,5%,1,-4.5%,16%,-3%
CCCCN(CC)CCCNC(=O)c1cc2c(=O)n(CC)c3ccccc3c2s1,x,i,0.0,-3%,x,x,x,x,x,-0.3%,3%
CC(C)(C)NC(=O)C(c1ccccn1)N(C(=O)c1ccc2c(c1)OCCO2)C1CCCC1 (stereo not given),5%,i,1.2,1%,-11,8,-4%,1,-8.4%,-0.6%,2%
Cc1ccc(NC(=O)CN(C)S(=O)(=O)c2ccc(Br)s2)cc1F,11%,i,0.0,-2%,21,-3,8%,1.1,-1.4%,0.6%,-1%
CN1CCN(C(c2cccs2)c2nnnn2Cc2ccc(F)cc2)CC1 (stereo not given),1%,i,0.0,x,-1,-9,-2%,1.1,-5.5%,-1.1%,2%
CN(C)c1ccc(N=Nc2ccccc2C(=O)OCC(=O)NCC2CCCCC2)cc1,6%,i,0.1,24%,64*,38*,6%,0.5,-8.3%,13%,-8%
NC(=O)C1CCN(CCC(=O)Nc2cccc(Cl)c2)CC1,0%,i,1.4,1%,-31,8,-3%,1,-10%,1.4%,-1%
O=C(CSc1nc2ccccc2c(=O)n1Cc1ccco1)N1CCCCCC1,-2%,i,2.3,-6%,3,-21,3%,1.1,-5.7%,5.8%,4%
COc1ccc(N2CCN(C(=O)CCS(=O)(=O)c3ccc(C)cc3)CC2)cc1,x,u,x,5%,x,x,x,x,x,0.9%,-8%
CN1C(=O)Cc2cc(S(=O)(=O)NCCc3ccccc3)ccc21,x,i,4.7,-1%,x,x,x,x,x,0.5%,6%
